# Assay outcomes as filed in PubChem.
# MrgX1 allo act = human MrgX1 positive allosteric modulation, primary screen | AID 588675 | MrgX1-HEK293, Fluo-4 calcium flux, FDSS; stronger effect = higher value | hit rate 0.63% among 310,000 | B-score at 10 µM | Q96LB2;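 active = plate-corrected calcium response at least 3 library SD above typical, normal starting fluorescence, not activating the receptor alone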;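 also: compound read alongside a low EC10 to EC30 dose of BAM8-22 agonist; peak minus trough fluorescence over baseline measured at the second addition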
# ANO1 block = blocks the mouse calcium-activated chloride channel TMEM16A; AID 588511; hit rate 1.2% among 310,000; Q8BHY3; normalized B-score (activity score, 25-100; higher = stronger inhibition) at 10 µM; HEK293 TMEM16A/YFP iodide influx fluorescence, ionomycin;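 active = ratio plate-corrected score three or more library SD toward inhibition, starting fluorescence score within five deviations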;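 also: score derived from kinetic fluorescence span divided by baseline fluorescence per well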
# Target sequence (Q8BHY3 whole entry, looked up): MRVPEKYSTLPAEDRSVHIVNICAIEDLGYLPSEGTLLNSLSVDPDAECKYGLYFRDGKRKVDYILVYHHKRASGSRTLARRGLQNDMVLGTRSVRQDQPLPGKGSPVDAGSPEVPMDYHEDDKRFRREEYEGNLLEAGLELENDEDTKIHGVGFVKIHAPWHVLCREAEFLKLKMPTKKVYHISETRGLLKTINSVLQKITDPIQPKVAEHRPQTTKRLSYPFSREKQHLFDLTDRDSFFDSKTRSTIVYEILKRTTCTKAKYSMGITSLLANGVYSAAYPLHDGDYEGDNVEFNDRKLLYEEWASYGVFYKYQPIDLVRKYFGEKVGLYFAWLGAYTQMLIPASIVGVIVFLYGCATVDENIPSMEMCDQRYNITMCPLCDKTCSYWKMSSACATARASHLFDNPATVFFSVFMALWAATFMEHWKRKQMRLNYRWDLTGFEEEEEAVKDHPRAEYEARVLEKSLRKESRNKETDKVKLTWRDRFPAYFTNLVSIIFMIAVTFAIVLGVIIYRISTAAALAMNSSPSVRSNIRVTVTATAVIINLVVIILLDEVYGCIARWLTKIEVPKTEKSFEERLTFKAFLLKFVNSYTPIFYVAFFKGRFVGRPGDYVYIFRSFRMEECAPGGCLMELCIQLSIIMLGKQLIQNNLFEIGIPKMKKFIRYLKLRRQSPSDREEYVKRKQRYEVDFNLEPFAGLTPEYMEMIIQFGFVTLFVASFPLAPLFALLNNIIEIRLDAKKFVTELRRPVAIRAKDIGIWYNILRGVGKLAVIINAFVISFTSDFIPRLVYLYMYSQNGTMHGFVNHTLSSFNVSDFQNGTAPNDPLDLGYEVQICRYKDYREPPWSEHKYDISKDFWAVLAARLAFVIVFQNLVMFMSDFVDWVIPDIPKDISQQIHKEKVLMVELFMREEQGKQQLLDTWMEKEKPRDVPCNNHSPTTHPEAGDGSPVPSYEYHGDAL
# TRPC4 agonist = opens the mouse TRPC4 cation channel. Q9QUQ5. HEK293 TRPC4beta/mu-opioid, Fluo4 calcium fluorescence; stronger effect = higher value. B-score at 10 µM. hit rate 0.49% among 310,000. AID 2237;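 active = B-score above 5 SD of library B-scores, and initial fluorescence ratio not above library mean plus 5 SD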;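 also: positive B-score marks a calcium rise read as TRPC4 activation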
#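 Material: HEK293 stable line with TRPC4beta plus mu-opioid receptor; technique: Fluo4 calcium-sensitive dye fluorescence, kinetic, 1 Hz baseline; timing: Fluo4 dye loading 45 min at room temperature, 110 s recording; controls: assay buffer as low control, maximal DAMGO as high control; read-out: integrated baseline-normalised fluorescence ratio, converted to per-well B score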
# TRPC4 block = TRPC4 (mouse) channel inhibition; Q9QUQ5; HEK293 TRPC4beta/mu-opioid, DAMGO-evoked Fluo4 calcium flux; stronger effect = lower value; B-score at 10 µM; hit rate 0.39% among 300,000;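 active = B-score over 3 SD under the library average, no early fluorescence shift, positive overall ratio signal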
#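 test system = HEK293 cells with stable TRPC4beta plus mu-opioid receptor expression | detection = Fluo4 Ca2+ flux fluorescence | read-out = integrated fluorescence ratio relative to baseline, converted to per-well B score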
# MrgX1 antag = human MrgX1 receptor antagonism, primary screen; B-score at 10 µM; AID 588676; hit rate 1.3% among 310,000; MRGX1-HEK293 calcium flux, Fluo-4, BAM8-22 antagonism; stronger effect = lower value;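 active = calcium-response B-score plate-corrected more than 3 library SD below zero, starting fluorescence within 5 deviations, no agonist response on first addition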;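 also: peak minus trough fluorescence over baseline after final BAM8-22 challenge near maximal dose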
# MrgX1 agonist = human MrgX1 receptor agonism, primary screen | Q96LB2 | MrgX1-HEK293 cells, Fluo-4 calcium fluorescence, agonist mode; stronger effect = higher value | B-score at 10 µM | hit rate 0.44% among 310,000 | AID 588627;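 active = calcium response B-score plate-corrected fluorescence ratio at least 3 library SD, with starting fluorescence B-score inside 5 SD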
#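 Material: MrgX1-expressing HEK293 cells / Dosing: compound as first of three additions / Incubation: overnight seeding, then 1 h dark dye loading / Signal: Fluo-4 NW calcium fluorescence / Evaluation: B-scored fluorescence response ratio / Benchmarks: positive and negative control wells on each plate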
# TRPC4 potent = TRPC4 (mouse) allosteric potentiation; Q9QUQ5; HEK293 TRPC4beta/mu-opioid, DAMGO EC20, Fluo-4 Ca2+ flux; stronger effect = higher value; AID 2227; B-score at 10 µM; hit rate 0.42% among 310,000;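 active = B-score of calcium response area above 5 SD of library B-scores, with initial fluorescence ratio within 5 SD of library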;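 also: B-score of integrated fluorescence ratio over time as area under calcium response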
# TRPC6 activator = activates the mouse TRPC6 cation channel | HEK293-TRPC6 membrane potential dye fluorescence; stronger effect = higher value | AID 2550 | hit rate 0.13% among 310,000 | B-score at 10 µM;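 active = B-score of the integrated fluorescence ratio above library mean plus 3 SD, and starting fluorescence ratio within library mean plus 5 SD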;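 also: higher score means more depolarization so channel activation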
# SKKanGAS inh = SKKanGAS growth inhibition. AID 1662. S. pyogenes SKKanGAS, kanamycin growth, BacTiter-Glo, 6 h. inhibition, % at 7.5 µM. hit rate 1.3% among 300,000;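 active = mean replicate score, as percent of positive control median, at least 50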;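 also: strain carries kanamycin resistance gene driven by streptokinase promoter and grows in 40 µg/ml kanamycin; loss of luminescence reflects streptokinase promoter inhibition or plain growth inhibition; 0% = median of DMSO wells and 100% = positive control at its reference dose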
# TRPC6 inh = blocks the mouse TRPC6 cation channel; AID 2553; B-score at 10 µM; hit rate 1.1% among 310,000; HEK293-TRPC6, membrane potential dye, ACh-evoked depolarization; stronger effect = lower value; Q61143;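 active = B-score under library mean minus 3 SD, initial fluorescence not abnormally high, positive integrated signal ratio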;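 also: B-score derived from integrated fluorescence ratio over the kinetic read; more negative B-score means stronger inhibition of depolarization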
# ANO1 activ = activators or potentiators of mouse TMEM16A chloride channel | Q8BHY3 | HEK293 TMEM16A/YFP-H148Q/I152L, iodide quench fluorescence; stronger effect = lower value | B-score at 10 µM | hit rate 0.3% among 340,000 | AID 623877;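 active = fluorescence-ratio B-score plate-corrected deviation score at least 3 library SD below zero, with starting fluorescence score within 5 deviations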;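 also: channel opened by trigger with iodide after compound preincubation; score built on the fluorescence ratio of max minus min over baseline; more negative score means more quench and so TMEM16A activation or potentiation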
# Active calls of the source: *; i = inactive; . = not tested or not shown; & = joins results of further samples. The list is partial, so the mix of outcomes need not match the whole.
# Order of values: MrgX1 antag	MrgX1 allo act	TRPC4 block	TRPC4 agonist	ANO1 activ	TRPC4 potent	TRPC6 activator	TRPC6 inh	MrgX1 agonist	ANO1 block	SKKanGAS inh
- CC1Oc2cc3c(-c4c(O)cc(O)c5c(O)c6c(cc45)OC(C)C(C)C6=O)c(O)cc(O)c3c(O)c2C(=O)C1C (stereo not drawn)
→ -5.9*	i	i	i	-9.13*	i	i	i	i	i	106.8*
- CC(C)N1CC=C(c2c[nH]c3ccccc23)CC1
→ i	i	i	i	i	i	i	i	i	i	1.2
- CN1CC(C(=O)c2ccc(Cl)cc2)C(c2ccc(Cl)cc2Cl)C1 (stereo not drawn)
→ i	i	i	i	i	i	i	i	i	i	-0.3
- COc1ccc(OC)c(NC(=O)N2C[C@H]3C[C@@H](C2)c2cccc(=O)n2C3)c1
→ i	i	i	i	i	i	i	i	i	i	2.7
- CSc1ncc(/C=C2/C(=O)NC(=O)N(C)C2=O)cn1
→ i	i	i	i	i	i	i	i	i	i	-2.0
- O=c1[nH]c(=S)n(C2CCCCC2)c(O)c1/C=N/N1CCOCC1
→ i	i	i	i	i	i	i	i	i	i	-2.2
- CC(C)CN(C(=O)CN1CC=C(c2ccccc2)CC1)c1c(N)n(CC(C)C)c(=O)[nH]c1=O
→ i	i	i	i	i	i	i	i	i	i	-1.2
- O=c1[nH]c(O)c(C=Nc2ccc(Cl)c(C(F)(F)F)c2)c(=O)[nH]1
→ i	i	i	i	i	i	i	i	i	i	-0.2
- O=C(Cn1c(=O)n(CC2CS2)c2ccccc21)N1CCCCCC1 (stereo not drawn)
→ i	i	i	i	i	i	i	i	i	i	-5.3
- C=CCn1c(O)c(C(=O)CCCCCC)c(=O)[nH]c1=O
→ i	i	i	i	i	i	i	i	i	i	-12.9
- CCOC(=O)C(O)(c1ccc(N(CC)C(=O)OC)cc1)C(F)(F)F (stereo not drawn)
→ i	i	i	i	i	i	i	i	i	i	.
- Cc1ccc(-n2c(O)c(C=NCCCn3ccnc3)c(=O)[nH]c2=O)cc1
→ i	i	i	i	i	i	i	i	i	i	-3.9
- COc1ccc(/C=C/C(=O)c2c(O)n(CCC3=CCCCC3)c(=O)[nH]c2=O)cc1
→ i	i	i	i	i	i	i	i	i	i	57.9*
- Cc1ccc(C)c(-n2c(C)nc3ccccc3c2=O)c1
→ i	i	i	i	i	i	i	i	i	i	3.1
- Brc1ccc(C2N3CCCN23)cc1 (stereo not drawn)
→ i	i	i	i	i	i	i	i	i	i	5.5
- Cc1ccc(N(C)C(=O)Oc2cccc3ccc(C)nc23)cc1
→ i	i	i	i	i	i	i	i	i	i	0.7
- CCOc1cccc(N2C(=O)/C(=C/c3ccco3)C(=O)NC2=S)c1
→ i	i	i	i	i	i	i	i	i	i	-0.3
- COc1ccc(Br)cc1CNCCc1cccc(Cl)c1
→ i	i	i	i	i	i	i	i	i	i	5.7
- CCN(CC)c1ccc(C=C2C(=O)NC(=S)NC2=O)cc1
→ i	i	i	i	i	i	i	i	i	i	-0.6
- CC1NCCC2(O)CCCCC12 (stereo not drawn)
→ i	i	i	i	i	i	i	i	i	i	-0.1

# No new results follow: entries from further up.
# Order of values: MrgX1 antag	MrgX1 allo act	TRPC4 block	TRPC4 agonist	ANO1 activ	TRPC4 potent	TRPC6 activator	TRPC6 inh	MrgX1 agonist	ANO1 block	SKKanGAS inh
- CCOC(=O)C(O)(c1ccc(N(CC)C(=O)OC)cc1)C(F)(F)F (stereo not drawn)
→ i	i	i	i	i	i	i	i	i	i	.
- Cc1ccc(-n2c(O)c(C=NCCCn3ccnc3)c(=O)[nH]c2=O)cc1
→ i	i	i	i	i	i	i	i	i	i	-3.9

# Additional compounds follow:
# Order of values: MrgX1 antag	MrgX1 allo act	TRPC4 block	TRPC4 agonist	ANO1 activ	TRPC4 potent	TRPC6 activator	TRPC6 inh	MrgX1 agonist	ANO1 block	SKKanGAS inh
- CC12CN3CCN(C1)CC(C)(C3)C2=NO
→ i	i	i	i	i	i	i	i	i	i	-6.2
- COc1cccc(CC(=O)N(C)C2CCCN(Cc3ccccc3F)C2)c1 (stereo not drawn)
→ i	i	i	i	i	i	i	i	i	i	0.2
- COc1cc2c(cc1OC)CN(c1ccc([N+](=O)[O-])c(C(F)(F)F)c1)CC2
→ i	i	i	i	i	i	i	i	i	i	-0.4
- CC/C(=N\NC(=O)c1ccccc1Cl)c1c(O)n(C2CCCCC2)c(=O)[nH]c1=O
→ i	i	i	i	i	i	i	i	i	i	-1.1
- CCN1c2nc3c(C)cccn3c(=O)c2CC2(C(=O)N(C)C(=O)N(C)C2=O)C1C (stereo not drawn)
→ i	i	i	i	i	i	i	i	i	i	1.5
- C=CCn1c(O)c(C(C)=Nc2ccc(N(CC)CC)cc2)c(=O)[nH]c1=O
→ i	i	i	i	i	i	i	i	i	i	76.2*
- Cc1cc(OCC(=O)NCC(O)c2ccccc2)c2c3c(c(=O)oc2c1)CCC3 (stereo not drawn)
→ i	i	i	i	i	i	i	i	i	i	2.6
- C[C@]12CCC(=O)C(O)=C1CC[C@@H]1[C@@H]2CC[C@]2(C)C(=O)CC[C@@H]12
→ i	i	i	i	i	i	i	i	i	i	4.2
- CCCCOC(=O)C1=C(N)OC2=C(C(=O)CCC2)[C@]12C(=O)N(C)c1ccccc12
→ i	i	i	i	i	i	i	i	i	i	-2.7
- O=CC(Cl)P(=O)(N1CCCCC1)N1CCCCC1 (stereo not drawn)
→ i	i	i	i	i	i	i	i	i	i	5.3
- COCCN1C(=O)NC(=O)/C(=C\c2ccc(Br)cc2)C1=O
→ i	i	i	i	i	i	i	i	i	i	2.9
- CC(C)(C)C(O)C(Oc1ccc(Cl)cc1)n1cncn1 (stereo not drawn)
→ i	i	i	i	i	i	i	i	i	i	2.6
- CN1CCN(/N=C/c2c(O)n(CCC3=CCCCC3)c(=S)[nH]c2=O)CC1
→ i	i	i	i	i	i	i	i	i	i	-0.7
- CN1CCC(=O)N(CCN=[N+]=[N-])CC1
→ i	i	i	i	i	i	i	i	i	i	3.9
- COCCOC(=O)c1c(N)n(Cc2ccc(OC)cc2)c2nc3ccccc3nc12
→ i	i	i	i	i	i	i	i	i	i	3.2
- C[N+]1(C)CCc2cc3c(cc2[C@H]1[C@@H]1OC(=O)c2c1ccc1c2OCO1)OCO3
→ i	i	i	i	i	i	i	i	i	i	0.4&1.8
- OCC12COC3c4ccccc4C(OC1)N32 (stereo not drawn)
→ i	i	i	i	i	i	i	i	i	i	1.1
- CNc1cc(N2CCN(C)CC2)ccc1[N+](=O)[O-]
→ i	i	i	i	i	i	i	i	i	i	-4.1
- OC(COCc1ccc(Cl)cc1)CN1CC=C(c2ccccc2)CC1 (stereo not drawn)
→ i	i	i	i	i	i	i	i	i	i	-6.5
- Cc1ccc(C2=NCC(=O)N(CC(=O)N3CCCCC3)c3sc(C)c(C)c32)cc1
→ i	i	i	i	i	i	i	i	i	i	-1.6

# A few values from above:
# In SKKanGAS inh, CNc1cc(N2CCN(C)CC2)ccc1[N+](=O)[O-] has -4.1
# In SKKanGAS inh, COCCN1C(=O)NC(=O)/C(=C\c2ccc(Br)cc2)C1=O has 2.9

# Following part.
# Order of values: MrgX1 antag	MrgX1 allo act	TRPC4 block	TRPC4 agonist	ANO1 activ	TRPC4 potent	TRPC6 activator	TRPC6 inh	MrgX1 agonist	ANO1 block	SKKanGAS inh
- CC(C)(C)c1cc(C=C(C#N)C#N)cc(C(C)(C)C)c1O
→ i	i	.	.	i	.	.	.	i	100*	.
- O=c1[nH]c(=O)n(CCC2=CCCCC2)c(O)c1C=NCCCn1ccnc1
→ i	i	i	i	i	i	i	i	i	i	-6.6
- CCC(=O)CC(c1ccccc1)c1c(O)c2ccccc2sc1=O (stereo not drawn)
→ i	i	i	i	i	i	i	i	i	i	4.2
- Cc1ccc(OCCn2cccc2/C=C2/C(=O)NC(=O)N(Cc3ccco3)C2=O)cc1
→ i	i	i	i	i	i	i	i	i	i	-1.9
- Cc1cc(/C=C2\C(=O)NC(=O)N(c3ccc(Cl)cc3)C2=O)c(C)n1C
→ i	i	i	i	i	i	i	i	i	i	23.2
- CCc1cccc(C)c1NC(=S)N1CC2CC(C1)c1cccc(=O)n1C2 (stereo not drawn)
→ i	i	i	i	i	i	i	i	i	i	0.4
- CCCc1nc2ccc(Br)cc2c(=O)n1-c1ccc([N+](=O)[O-])c(C(F)(F)F)c1
→ i	i	i	i	i	i	i	i	i	100*	22.3
- O=C(O)CCn1cc(C=C2C(=O)NC(=S)NC2=O)c(-c2cc3ccccc3oc2=O)n1
→ .	.	i	i	i	i	i	i	.	.	-5.2
- Cc1cc(C=C(C#N)C#N)ccc1N1CCCC1
→ i	i	i	i	i	i	i	i	i	i	7.7
- Cc1cc(/C=C2\C(=O)NC(=O)N(Cc3ccccc3)C2=O)c(C)n1-c1ccc(Cl)c(C(=O)O)c1
→ i	i	i	i	i	i	i	i	i	i	4.4
- CCOc1cc2c(cc1OCC)-n1cccc1C(c1ccccc1O)NC2 (stereo not drawn)
→ i	i	i	i	i	i	i	i	i	i	6.5
- O=C(CN1C(=O)CN=C(c2ccccc2)c2ccccc21)NCc1ccco1
→ i	i	i	i	i	i	i	i	i	i	-1.7
- CC(/C=C(\C)Nc1ccccc1)=Nc1ccccc1
→ i	i	i	i	i	i	i	i	i	i	-1.4
- CN1C(=O)N(C)C(=O)C2(Cc3c(ccc4ccccc34)N(C)C2)C1=O
→ i	i	i	i	i	i	i	i	i	i	-1.1
- CCc1sc(C(=O)N2CCC3(CC2)OCCO3)cc1Br
→ i	i	i	i	i	i	i	i	i	100*	-4.3
- CCOP(=O)(OCC)C(NC(=O)CC(C)C)C(Cl)(Cl)Cl (stereo not drawn)
→ i	i	i	i	i	i	i	i	i	i	-10.7
- Cc1ccc2c(c1)CC1(CN2C)C(=O)NC(=O)N(c2ccc(C)c(C)c2)C1=O (stereo not drawn)
→ i	i	i	i	i	i	i	i	i	i	9.5
- C=CCn1c(O)c(C(C)=NCCCN2CCOCC2)c(=O)[nH]c1=O
→ i	i	i	i	i	i	i	i	i	i	0.7
